15-hLO-2 inh: qHTS Assay for Inhibitors of 15-hLO-2 (15-human lipoxygenase 2) | Polyunsaturated fatty acid lipoxygenase ALOX15B (Homo sapiens), O15296 | purified 15hLO-2, xylenol orange hydroperoxide absorbance | Potency, µM (series often up to 57.1 µM), inactives show at the top dose activity change, negative = inhibition, most hits filed as inhibitors | 110,000 compounds, 0.56% hits; active = well fitted inhibition curve with a large enough effect; inconclusive = small, poorly fitted or top-dose-only effect; inactive = no such curve, though single readings can be large or run the other way; note: potency is the fitted concentration of half-maximal effect; nearly all actives have a fitted effect of over 60% in size; many of its hits are not listed in these tables
Target sequence (O15296 whole entry, looked up): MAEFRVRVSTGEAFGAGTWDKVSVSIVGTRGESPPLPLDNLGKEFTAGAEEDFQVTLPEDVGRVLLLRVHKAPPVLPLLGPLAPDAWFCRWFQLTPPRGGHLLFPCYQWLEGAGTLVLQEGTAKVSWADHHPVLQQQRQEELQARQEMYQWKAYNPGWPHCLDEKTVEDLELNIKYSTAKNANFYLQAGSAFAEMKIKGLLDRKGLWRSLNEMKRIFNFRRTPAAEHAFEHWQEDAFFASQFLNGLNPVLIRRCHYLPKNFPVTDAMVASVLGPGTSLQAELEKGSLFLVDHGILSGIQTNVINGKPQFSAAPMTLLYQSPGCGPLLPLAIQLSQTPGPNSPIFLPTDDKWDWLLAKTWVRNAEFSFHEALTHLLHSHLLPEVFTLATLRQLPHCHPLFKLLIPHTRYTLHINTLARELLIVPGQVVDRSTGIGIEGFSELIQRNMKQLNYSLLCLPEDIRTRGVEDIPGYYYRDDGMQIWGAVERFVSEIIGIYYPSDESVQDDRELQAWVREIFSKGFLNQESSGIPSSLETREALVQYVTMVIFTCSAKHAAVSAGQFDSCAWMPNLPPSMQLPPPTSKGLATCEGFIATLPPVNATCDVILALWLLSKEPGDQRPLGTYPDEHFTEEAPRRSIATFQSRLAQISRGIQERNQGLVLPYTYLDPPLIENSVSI
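Purified human 15hLO-2 (50 nM) preincubated 15 min with compound, then 45 uM arachidonic acid for 90 min at RT in 25 mM Hepes pH 7.5, 0.01% Triton X-100. Hydroperoxide detected by Fe-xylenol orange; 573/405 nm absorbance ratio.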
IMPase inh: qHTS Assay for Identifying the Cell-Membrane Permeable IMPase Inhibitors; CHO-M1 cells, IP1 accumulation, HTRF TR-FRET ratio; inhibition (IP1 accumulation), % at 46.1 µM; 120,000 tested, under 10 active; active = well fitted curve in the direction sought with a large enough effect in the signal ratio, not every such curve was filed as active; inconclusive = small, poorly fitted or top-dose-only effect, or a change in a side signal; inactive = no such curve, though single readings can be large or run the other way; the % refers to the signal ratio;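 note: cells stimulated with carbachol in lithium chloride buffer; plate controls were DMSO basal wells for no effect and reference inhibitor wells for full effect; higher means more IMPase inhibition seen as more IP1 and lower FRET ratio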
Target sequence (P97697 whole entry, looked up): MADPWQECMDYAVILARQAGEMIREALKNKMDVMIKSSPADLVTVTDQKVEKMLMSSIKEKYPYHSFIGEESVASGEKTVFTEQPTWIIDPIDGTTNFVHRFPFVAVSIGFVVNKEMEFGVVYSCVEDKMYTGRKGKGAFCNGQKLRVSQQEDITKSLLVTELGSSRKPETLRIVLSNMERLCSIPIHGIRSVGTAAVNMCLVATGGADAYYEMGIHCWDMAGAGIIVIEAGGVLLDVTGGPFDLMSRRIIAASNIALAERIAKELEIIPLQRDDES
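Measured: the HTRF emission ratio (665/620 nm) plus the 620 nm donor channel, each fitted to the Hill equation to give AC50. Cells were CHO-M1 given compounds up to 46 uM and a 30 min carbachol stimulation at 37C.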
* = called active by the depositor; ? = inconclusive; / = no result given; [ ] = dose if it differs, or a comment. Unless noted, % is set by controls: 0 for no effect and ±100 for the full control effect. This is a subset (hit frequency here may not be typical).

15-hLO-2 inh	IMPase inh	molecule
-8.3%	/	COCCn1c(=O)c(CCc2ccccc2)nc2cnc(OCc3ccccc3)nc21
-26.2%	/	COc1ccccc1-c1cncnc1NCCNC(C)=O
-6.1%	/	COc1ccc(Nc2ncc3nc(-c4cccs4)c(=O)n(Cc4cccc(OC)c4)c3n2)cc1
-2.2%	/	COCCn1c(=O)c(-c2ccc(OC)cc2)nc2cnc(OCc3ccccc3)nc21
-1.9%	/	COc1cccc(Cn2c(=O)c(CCc3ccccc3)nc3cnc(N4CCOCC4)nc32)c1
4.0%	/	COc1ccccc1-c1ccc2ncnc(NCCNC(C)=O)c2c1
30.9%[activator]	/	COc1cccc(-c2nccc(NCCc3c[nH]c4ccc(OC)cc34)n2)c1
-0.6%	/	Cc1ccccc1-c1nc(NCc2cccs2)c2ccccc2n1
39.3%[activator]	/	N#CCCn1c(=O)c(-c2ccc(Cl)cc2)nc2cnc(N3CCNCC3)nc21
56.4%[activator]	/	CN1CCN(c2ncnc3ccc(-c4ccccc4C(F)(F)F)cc23)CC1
-4.0%	/	COc1ccc(-c2nc3cnc(N(C)C)nc3n(-c3ccccc3)c2=O)cc1
-7.6%	/	CN(C)c1ncc2nc(-c3cccs3)c(=O)n(C)c2n1
-2.2%	/	Cc1ccccc1-c1cc(NCc2ccccc2)ncn1
-4.5%	/	c1ncc(-c2ccoc2)c(NC2CC2)n1
18.7%	/	O=c1c(-c2cc(F)cc(F)c2)nc2cncnc2n1Cc1ccccc1
5.3%	/	COc1ccc(-n2c(=O)c(-c3cccs3)nc3cnc(N4CCN(C)CC4)nc32)cc1
46.3%[activator]	/	COc1ccc2[nH]cc(CCNc3ncnc4ccc(-c5ccc6c(c5)OCO6)cc34)c2c1
49.4%[activator]	/	FC(F)(F)c1ccccc1-c1ccc2ncnc(NCCN3CCOCC3)c2c1
-4.3%	/	Cc1noc(C)c1-c1cncnc1N1CCN(C)CC1
-4.2%	/	Cn1c(=O)c(-c2cc(F)cc(F)c2)nc2cncnc21
-4.9%	/	COc1cccc(Cn2c(=O)c(-c3cc(F)cc(F)c3)nc3cnc(N4CCOCC4)nc32)c1
-0.5%	/	COc1ncc2nc(-c3cc(F)cc(F)c3)c(=O)n(-c3ccccc3)c2n1
18.8%	/	COCCNc1ncnc2ccc(-c3cccnc3)cc12
32.2%[activator]	/	N#Cc1cccc(-c2nc(NCCN3CCOCC3)c3ccccc3n2)c1
29.9%	/	COc1ccc2[nH]cc(CCNc3cc(-c4ccccc4CN(C)C)ncn3)c2c1
20µM*	/	CN1CCN(c2ncc3nc(-c4cc(F)cc(F)c4)c(=O)n(CCC#N)c3n2)CC1
-1.5%	/	O=c1c(-c2cccs2)nc2cnc(N3CCOCC3)nc2n1Cc1ccc(F)cc1
-5.7%	/	COc1ccc2[nH]cc(CCNc3ccnc(-c4ccc(C(=O)N(C)C)cc4)n3)c2c1
33.6%[activator]	/	Cc1ccccc1-c1ccc2ncnc(N3CCOCC3)c2c1
4.2%	/	CN(Cc1ccco1)c1cc(-c2cccc(NS(C)(=O)=O)c2)ncn1
-4.0%	/	FC(F)(F)c1ccccc1-c1cncnc1-n1ccnc1
13.2%	/	COc1ccc2[nH]cc(CCNc3ncncc3-c3ccccc3Cl)c2c1
8.5%	/	COc1ccc2[nH]cc(CCNc3cc(-c4cccc(C#N)c4)ncn3)c2c1
58.2%[activator]	/	CN(C)c1ccc(-c2cncnc2NCCc2cnc[nH]2)cc1
-3.3%	/	Cc1ccccc1-c1cncnc1Nc1ccccc1
0.3%	/	Cc1cnc(CNc2ncncc2-c2ccccc2C)cn1
0.4%	/	CN(C)c1ncc2nc(-c3cc(F)cc(F)c3)c(=O)n(C3CC3)c2n1
-3.5%	/	Cn1c(=O)c(-c2ccc(Cl)cc2)nc2cnc(N3CCOCC3)nc21
0.5%	/	COc1ccc(CNc2ccnc(-c3cccnc3)n2)c(OC)c1
49.5%[activator]	/	COc1cccc(Cn2c(=O)c(CCc3ccccc3)nc3cnc(N4CCNCC4)nc32)c1
0.3%	/	CN(C)c1ncnc2ccc(-c3ccoc3)cc12
60.6%[activator]	/	Cc1cccc(CNc2ncncc2-c2ccccc2CN(C)C)c1
-7.3%	/	COCCn1c(=O)cnc2cnc(OC)nc21
-7.6%	/	CN(Cc1ccco1)c1ncnc2ccc(-c3ccccc3C#N)cc12
-6.3%	/	COc1cccc(-c2nccc(NCc3cnc(C)cn3)n2)c1
-3.0%	/	COCCn1c(=O)cnc2cnc(Oc3cccc(Cl)c3)nc21
-23.0%	/	Cc1nc2cnc(Oc3ccccc3)nc2n(Cc2cccs2)c1=O
-13.8%	/	COc1ccc(-n2c(=O)c(C)nc3cnc(N4CCOCC4)nc32)cc1
0.8%	/	COc1cccc(-c2cncnc2NCc2cnc(C)cn2)c1
-4.9%	/	CN(Cc1ccco1)c1ncncc1-c1cccc(C#N)c1
-1.1%	/	COc1ccc(-c2nc3cnc(OCc4ccccc4)nc3n(CCC#N)c2=O)cc1
-3.5%	/	Cc1noc(C)c1-c1ccc2ncnc(Nc3ccccc3)c2c1
-0.3%	/	COCCn1c(=O)c(-c2ccc(F)cc2)nc2cnc(OC)nc21
-2.9%	/	Cn1cc(-c2nc3cncnc3n(C3CC3)c2=O)c2ccccc21
38.9%[activator]	/	COc1ccccc1CNc1ccnc(-c2ccc(N(C)C)cc2)n1
-7.1%	/	COc1cccc(Cn2c(=O)c(-c3cn(C)c4ccccc34)nc3cnc(N4CCOCC4)nc32)c1
-15.2%	/	c1csc(CNc2ccnc(-c3ccoc3)n2)c1
-3.0%	/	Cc1cnc(CNc2cc(-c3cccc(C#N)c3)ncn2)cn1
-5.5%	/	O=c1c(-c2cccc(Cl)c2)nc2cncnc2n1Cc1ccccc1
-5.5%	/	N#Cc1ccccc1-c1ccc2ncnc(NCc3cccs3)c2c1

Rewritten in markdown: entries from further up.
| smiles | 15-hLO-2 inh | IMPase inh |
| --- | --- | --- |
| CN(C)c1ncc2nc(-c3cc(F)cc(F)c3)c(=O)n(C3CC3)c2n1 | 0.4% | / |
| Cn1c(=O)c(-c2ccc(Cl)cc2)nc2cnc(N3CCOCC3)nc21 | -3.5% | / |
| COc1ccc(CNc2ccnc(-c3cccnc3)n2)c(OC)c1 | 0.5% | / |
| COc1cccc(Cn2c(=O)c(CCc3ccccc3)nc3cnc(N4CCNCC4)nc32)c1 | 49.5%[activator] | / |
| CN(C)c1ncnc2ccc(-c3ccoc3)cc12 | 0.3% | / |
| Cc1cccc(CNc2ncncc2-c2ccccc2CN(C)C)c1 | 60.6%[activator] | / |
| COCCn1c(=O)cnc2cnc(OC)nc21 | -7.3% | / |
| CN(Cc1ccco1)c1ncnc2ccc(-c3ccccc3C#N)cc12 | -7.6% | / |
| COc1cccc(-c2nccc(NCc3cnc(C)cn3)n2)c1 | -6.3% | / |
| COCCn1c(=O)cnc2cnc(Oc3cccc(Cl)c3)nc21 | -3.0% | / |
| Cc1nc2cnc(Oc3ccccc3)nc2n(Cc2cccs2)c1=O | -23.0% | / |
| COc1ccc(-n2c(=O)c(C)nc3cnc(N4CCOCC4)nc32)cc1 | -13.8% | / |
| COc1cccc(-c2cncnc2NCc2cnc(C)cn2)c1 | 0.8% | / |
| CN(Cc1ccco1)c1ncncc1-c1cccc(C#N)c1 | -4.9% | / |
| COc1ccc(-c2nc3cnc(OCc4ccccc4)nc3n(CCC#N)c2=O)cc1 | -1.1% | / |
| Cc1noc(C)c1-c1ccc2ncnc(Nc3ccccc3)c2c1 | -3.5% | / |
| COCCn1c(=O)c(-c2ccc(F)cc2)nc2cnc(OC)nc21 | -0.3% | / |
| Cn1cc(-c2nc3cncnc3n(C3CC3)c2=O)c2ccccc21 | -2.9% | / |
| COc1ccccc1CNc1ccnc(-c2ccc(N(C)C)cc2)n1 | 38.9%[activator] | / |
| COc1cccc(Cn2c(=O)c(-c3cn(C)c4ccccc34)nc3cnc(N4CCOCC4)nc32)c1 | -7.1% | / |
| c1csc(CNc2ccnc(-c3ccoc3)n2)c1 | -15.2% | / |

The list goes on.
15-hLO-2 inh	IMPase inh	molecule
14.2%	/	CN(C)c1ccc(-c2ccc3ncnc(N(C)Cc4ccco4)c3c2)cc1
48.7%[activator]	/	c1ccc(CNc2cc(-c3ccoc3)ncn2)cc1
-6.6%	/	COc1ncc2nc(-c3ccc(F)cc3)c(=O)n(C)c2n1
3.6%	/	O=c1c(-c2ccc(F)cc2)nc2cnc(N3CCNCC3)nc2n1Cc1cccs1
-2.0%	/	CN(C)c1nc(-c2cccc(C#N)c2)nc2ccccc12
8.4%	/	Cc1ccccc1-c1cc(N(C)Cc2ccco2)ncn1
-2.2%	/	Cc1cnc(CNc2nc(-c3c(C)noc3C)nc3ccccc23)cn1
-8.8%	/	FC(F)(F)c1ccccc1-c1nc(NC2CC2)c2ccccc2n1
?	/	N#Cc1cccc(-c2nccc(-n3ccnc3)n2)c1
3.7%	/	CNc1nc(-c2cccc(C#N)c2)nc2ccccc12
19.6%	/	COc1ccc2[nH]cc(CCNc3nc(-c4cccc(C#N)c4)nc4ccccc34)c2c1
-2.9%	/	COc1cccc(Nc2ncc3nc(CCc4ccccc4)c(=O)n(C)c3n2)c1
8.2%	/	c1nc(NC2CC2)c2cc(-c3ccoc3)ccc2n1
0.4%	/	COc1ccc(Oc2ncc3nc(-c4ccc(F)cc4)c(=O)n(CCC#N)c3n2)cc1
12.7%	/	COc1ccc(CNc2ncnc3ccc(-c4ccc5c(c4)OCO5)cc23)c(OC)c1
1.9%	/	O=c1c(CCc2ccccc2)nc2cncnc2n1Cc1ccc(F)cc1
-1.9%	/	Cn1cc(-c2nc3cncnc3n(-c3ccccc3)c2=O)c2ccccc21
-7.5%	/	O=c1c(-c2cc(F)cc(F)c2)nc2cncnc2n1-c1ccccc1
-5.5%	/	COc1cccc(Nc2ncc3nc(-c4ccc(Cl)cc4)c(=O)n(C4CC4)c3n2)c1
-8.7%	/	Cn1cc(-c2nc3cnc(OCc4ccccc4)nc3n(CCC#N)c2=O)c2ccccc21
10.9%	/	CN(C)C(=O)c1ccc(-c2nc(-n3ccnc3)c3ccccc3n2)cc1
3.3%	/	COc1cccc(Cn2c(=O)c(-c3cccs3)nc3cnc(N4CCOCC4)nc32)c1
27.8%	/	O=c1c(CCc2ccccc2)nc2cnc(N3CCNCC3)nc2n1C1CC1
17.6%	/	COc1ccc2[nH]cc(CCNc3ccnc(-c4ccccc4Cl)n3)c2c1
-4.2%	/	CCNc1ncc2nc(CCc3ccccc3)c(=O)n(C[C@H]3CCCO3)c2n1
15.8%	/	CS(=O)(=O)Nc1cccc(-c2nc(Nc3ccncc3)c3ccccc3n2)c1
-0.3%	/	COc1ccc(-c2nc3cnc(N4CCOCC4)nc3n(Cc3cccs3)c2=O)cc1
13.9%	/	c1ccc(CNc2ncnc3ccc(-c4cccnc4)cc23)cc1
-5.8%	/	COc1ccc(CNc2cc(-c3cccnc3)ncn2)c(OC)c1
-8.9%	/	CN1CCN(c2ncc3ncc(=O)n(CCC#N)c3n2)CC1
35.5%[activator]	/	COc1cccc(Cn2c(=O)cnc3cnc(N4CCN(C)CC4)nc32)c1
-7.4%	/	CN(C)C(=O)c1ccc(-c2cncnc2Nc2ccccc2)cc1
-10.3%	/	COc1cccc(Cn2c(=O)c(C)nc3cnc(OC)nc32)c1
6.9%	/	CCNc1ncc2nc(-c3cc(F)cc(F)c3)c(=O)n(C[C@H]3CCCO3)c2n1
-1.0%	/	Cc1nc2cnc(N3CCOCC3)nc2n(Cc2ccc(F)cc2)c1=O
-5.2%	/	COc1ccc(Oc2ncc3ncc(=O)n(C4CC4)c3n2)cc1
/	-13.6	COc1ccc(OCC(=O)Nc2ccc(Cl)c(-c3nc4ncccc4o3)c2)cc1
/	2.4	COc1ccccc1C(=O)Nc1nc(-c2ccccc2)ns1
/	-9.8	Cc1ccc(-c2nc3ccccc3o2)cc1NC(=O)Cc1ccc(Cl)cc1
/	3.6	Cc1ccc(NC(=O)COc2ccc3oc4c(c3c2)CCCC4)cc1C
/	?	Nc1c(C(=O)NCc2ccc(Cl)cc2)sc2nc(-c3ccc(F)cc3)ccc12
/	-3.6	Cc1ccc(NC(=O)Cn2cnc3sc(C(=O)O)c(C)c3c2=O)cc1Cl
/	-4.9	CC(C)(C)c1ccc(C(=O)Nc2ccc(-c3nc4ccccc4o3)c(O)c2)cc1
/	-6.0	O=C(COc1ccccc1)Nc1sc2c(c1C(=O)Nc1ccccc1Cl)CCCCC2
/	-9.2	Cn1c(=O)c2c(ncn2CC(=O)Nc2cc(Cl)cc(Cl)c2)n(C)c1=O
/	-1.8	Cc1ccc(Cl)cc1NC(=O)CC1Sc2ccccc2NC1=O (configuration not stated)
/	2.4	CCOC(=O)c1cnc2cc(-c3ccc(Cl)cc3)nn2c1-c1ccccc1
/	2.0	Cc1ccc(CNc2nc3c(c(=O)n(C)c(=O)n3C)n2Cc2ccc(Cl)cc2)cc1

Screening results deposited in PubChem by National Center for Advancing Translational Sciences (NCATS).
